SENP8 block-1 = SENP8 (human) protease inhibition | 0.64% of 360,000 active | Q96LD8 | recombinant SENP8, Nedd8 substrate fluorescence | AID 602440 | inhibition, % at 20 µM; in the data active = inhibition mostly above about 40%, no sharp cut-off; inactive = mostly below about 27%
HKDC1 inh = HKDC1 (human) hexokinase inhibition | Q2TB90 | recombinant HKDC1, G6PDH/diaphorase resazurin coupled fluorescence | inhibition, % at 20 µM | 0.16% of 340,000 active | AID 493160;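 active = inhibition above about 35% when tested at 20 µM, limit read from the data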;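 also: plate controls were DMSO wells with enzyme for no effect and DMSO wells lacking enzyme for full effect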
Target sequence (Q2TB90 whole entry, looked up): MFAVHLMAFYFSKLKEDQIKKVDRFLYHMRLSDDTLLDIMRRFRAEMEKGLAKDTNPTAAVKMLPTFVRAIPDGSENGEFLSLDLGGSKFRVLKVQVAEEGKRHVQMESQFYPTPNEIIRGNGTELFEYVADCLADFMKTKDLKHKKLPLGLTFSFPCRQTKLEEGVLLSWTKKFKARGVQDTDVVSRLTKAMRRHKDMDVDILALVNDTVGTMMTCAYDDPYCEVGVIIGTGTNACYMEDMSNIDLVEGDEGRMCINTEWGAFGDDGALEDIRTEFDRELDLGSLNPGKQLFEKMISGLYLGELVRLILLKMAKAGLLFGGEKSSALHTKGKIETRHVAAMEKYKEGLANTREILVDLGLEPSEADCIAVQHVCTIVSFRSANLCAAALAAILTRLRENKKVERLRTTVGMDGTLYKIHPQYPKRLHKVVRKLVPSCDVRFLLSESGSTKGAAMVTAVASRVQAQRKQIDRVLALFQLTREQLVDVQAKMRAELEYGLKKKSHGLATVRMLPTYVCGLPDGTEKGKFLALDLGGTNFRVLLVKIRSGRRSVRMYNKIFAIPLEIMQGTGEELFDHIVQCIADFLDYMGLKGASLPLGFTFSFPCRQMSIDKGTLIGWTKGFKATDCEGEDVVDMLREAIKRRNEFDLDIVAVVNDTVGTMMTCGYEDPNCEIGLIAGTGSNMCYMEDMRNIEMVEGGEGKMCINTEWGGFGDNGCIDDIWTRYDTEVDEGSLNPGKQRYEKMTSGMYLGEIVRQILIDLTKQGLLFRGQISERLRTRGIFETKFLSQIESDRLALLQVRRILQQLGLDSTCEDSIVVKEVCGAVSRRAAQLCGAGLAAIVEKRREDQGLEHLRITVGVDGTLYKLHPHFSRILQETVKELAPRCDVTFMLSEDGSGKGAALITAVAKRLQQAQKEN
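test system = in-house recombinant HK5 (HKDC1) enzyme | amount = HKDC1 at 5 µg/mL | control set = DMSO-enzyme wells negative, buffer-substituted wells positive | compound = one dose of 20 µM, 1% DMSO | schedule = reaction time 90 min, room temperature, protected from light | technique = resorufin fluorescence at 613 nm | reagent = glucose with 1 mM ATP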
SENP6 inh = inhibitors of human SENP6 protease; AID 2599; Recombinant SENP6 catalytic domain, aminoluciferin luminescence; Q9GZR1; 1.8% of 330,000 active; inhibition, % at 10 µM;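 active = inhibition above about 50% at the single tested dose, limit read from the data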;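 also: plate controls were DMSO wells with enzyme for no effect and DMSO wells lacking enzyme for full effect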
Apaf-1 inh = blocks human Apaf-1 apoptosome activity; O14727; reconstituted apoptosome caspase-3 activity, DEVD-Rh110 fluorescence; inhibition, % at 20 µM; 0.71% of 330,000 active; AID 489030; active = inhibition of at least 40% at 20 µM;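 also: plate controls were DMSO wells for no effect and DEVD-CHO caspase inhibitor wells for full effect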
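System: reconstituted apoptosome with Apaf-1, cytochrome c, caspase-9, procaspase-3, dATP; Signal: Rh110 fluorescence intensity; Schedule: 30 min compound preincubation, 50 min activation, room temperature; Reagent: cytochrome c trigger plus (Z-DEVD)2-Rh110 caspase-3 substrate.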
SENP7 block = blocks the human protease SENP7. Q9BQF6. recombinant SENP7, Z-RLRGG-aminoluciferin luminescence, 40 min. inhibition, % at 5 µM. 1.5% of 330,000 active. AID 434973;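 active = inhibition above about 50% at the single test dose, limit read from the data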;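 also: plate controls were DMSO with enzyme for no effect and no enzyme buffer wells for full effect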
SENP1 FRET inh = blocks the human SENP1 SUMO protease catalytic domain; Q9P0U3; recombinant SENP1 catalytic domain, CyPet-SUMO1-YPet FRET cleavage; inhibition, % at 10 µM; 0.21% of 360,000 active; AID 624204;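 active = inhibition at least 30% at 10 µM, raw YFP signal under a set limit, fluorescence ratio 0.5 to 1.5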;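 also: 0% = enzyme with DMSO and 100% = no enzyme wells; some results filed as inactive read as strong as hits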
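Controls: no-enzyme wells low, DMSO-plus-enzyme wells high control. Test system: human recombinant His6-tagged SENP1 catalytic domain enzyme. Reagent: SFCypet-SUMO1-SFYpet FRET protein substrate, 25 nM final. Doses: one dose per compound, 10 µM, 0.5% DMSO. Detection: FRET, CFP and YFP emission. Timing: 50 min reaction at room temperature.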
NLRP3 yeast inh = NALP3 inhibition in yeast; Yeast reconstituted NLRP3/ASC/caspase-1, beta-gal luminescence, 24 h; inhibition, % at 10 µM; 0.39% of 330,000 active; AID 2825;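 active = inhibition of 50% or more; inactive = inhibition below 50%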;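 also: plate controls were induced DMSO wells for no effect and uninduced yeast grown without galactose for full effect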
SENP8 block-2 = inhibitors of human SENP8 protease | inhibition, % at 10 µM | Q96LD8 | purified SENP8, Z-RLRGG-aminoluciferin cleavage, luminescence | 1.2% of 330,000 active | AID 2540; in the data active = inhibition above about 50%
PfG6PD inh = PfG6PD (Plasmodium falciparum) enzyme inhibition. AID 504690. PfGluPho enzyme, NADPH resazurin-diaphorase fluorescence. inhibition, % at 20 µM. 0.78% of 350,000 active;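 active = inhibition reaching at least a set limit at 20 µM in the primary screen, cut at about 59% in these data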;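 also: 0% = DMSO wells with substrate and 100% = DMSO wells lacking glucose-6-phosphate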
* hit, by the source's call; / = no result given; & = joins results of further samples.

SMILES	SENP8 block-1	HKDC1 inh	SENP6 inh	Apaf-1 inh	SENP7 block	SENP1 FRET inh	NLRP3 yeast inh	SENP8 block-2	PfG6PD inh
Cc1cc2oc(=O)c3c(c2cc1OC(=O)c1ccco1)CCCC3	-34.5	-2.0	2.6	-2.7	-5.8	-3.3	31.2	8.5	-14.8
COC(C/C=C/[C@@H](O)[C@@H](C)OCc1ccccc1)OC	1.7	-1.9	-4.8	-5.2	0.9	4.0	0.5	-5.7	8.8
Cc1ccccc1S(=O)(=O)Nc1ncnc2ccccc12	-301.4	0.2	-17.9	-1.1	1.1	-41.6	16.8	2.8	-17.0
Cc1cc(C)cc(NC(=S)N2CC(C)OC(C)C2)c1 (stereo unspecified)	-0.4	-1.3	10.0	14.5	5.1	8.9	11.2	0.4	4.3
COc1ccc(C(C(=O)NC(C)(C)C)N(C[C@H]2CC[C@@H]([C@@H]3CC[C@H](CO)O3)O2)C(=O)c2ccccc2)cc1 (stereo partly specified)	-1.0	6.8	/	14.5	3.2	-0.4	/	/	1.4
CCC(c1nnnn1C(C)(C)C)N(Cc1cccs1)Cc1cc2cc(C)c(C)cc2n2nnnc12 (stereo unspecified)	/	-0.8	8.1	12.2	8.7	/	4.1	2.0	5.4
COc1ccc(COCC(O)CN2CCC(C(N)=O)CC2)cc1OC (stereo unspecified)	9.0	-2.5	2.2	-1.0	5.0	0.9	16.6	9.8	9.8
CC1CCN(S(=O)(=O)c2ccc(NC(=O)Cc3cccs3)cc2)CC1	9.0	0.8	8.3	16.6	-11.6	-15.1	0.7	-7.5	-7.5
O=C(O[C@H]1[C@H](Cc2ccccc2)NS(=O)(=O)[C@H]2C[C@@H]3C=C[C@]12O3)c1ccc([N+](=O)[O-])cc1	13.3	3.0	-1.9	10.8	7.7	0.8	1.7	-3.4	-15.6
COc1ccc(N2CCN(S(=O)(=O)c3c(C(=O)N4CCOCC4)c(C)n(C)c3C)CC2)cc1	5.3	5.3	8.8	-0.1	9.4	0.5	9.0	0.3	11.8
CCOc1cc2[nH]c(=O)n(CC3CCC(C(=O)NCCC(C)C)CC3)c(=O)c2cc1OCC (stereo unspecified)	-80.6	-7.7	/	/	/	1.0	/	/	-10.8
O=C(CSc1ncccc1C(=O)O)NC12CC3CC(CC(C3)C1)C2	3.1	-8.7	1.0	0.9	3.9	1.5	6.8	6.2	-18.4
OCCN1CCN(CC/C=C2/c3ccccc3CSc3ccccc32)CC1	24.1	-3.9	-14.0	-1.0	-3.2	0.6	5.6	4.2	-0.9
NC(=O)c1cc(S(=O)(=O)Nc2ccccc2)cs1	11.0	1.2	-0.2	0.3	4.3	1.7	-7.4	0.3	-1.4
NS(=O)(=O)c1ccc(NC(=O)CCc2ccccc2)cc1	8.2	-1.3	-1.6	-14.4	-6.6	-0.3	-3.2	-4.1	-9.3
CCCCn1c(-c2csc3c2CCC(C)C3)n[nH]c1=S (stereo unspecified)	11.8	0.6	-6.6	13.4	-3.4	0.0	25.5	-6.3	10.2
Cn1c(=O)c2c(ncn2CC(=O)N/N=C/C=C/c2ccccc2[N+](=O)[O-])n(C)c1=O	/	-2.6	-44.4	15.4	-8.8	/	15.3	-5.3	-3.9
COc1ccc(CNC(=O)CCNC(=O)c2ccc(C(C)(C)C)cc2)cc1OC	8.7	-5.2	-13.3	9.6	4.5	1.7	5.4	-3.2	-3.1
CCn1cc(-c2ccccc2)c(C(=O)O)c1-c1ccc(OC)cc1	2.3	-3.2	-4.9	6.9	-0.6	0.3	11.4	-4.6	0.1
C=CCOc1ccc(/C(O)=C2\C(=O)C(=O)N(CCOC)C2c2cccnc2)cc1 (stereo unspecified)	-61.6	-13.5	-0.5	6.1	-1.2	2.6	6.6	-7.9	-14.2
O=C1CCCC2=C1C(c1ccncc1)Nc1ccccc1N2 (stereo unspecified)	-30.6	-6.0	-14.9	-9.2	5.3	1.1	7.9	-5.1	13.8
CN(CC1CCOCC1)C(=O)CC1C(=O)NCCN1Cc1cccc(F)c1 (stereo unspecified)	-146.8	1.5	-11.6	-0.4	-9.4	-14.0	10.5	-1.5	8.8
COC(=O)CCn1nc(-c2ccc(C)cc2)c2ccccc2c1=O	15.7	0.2	4.0	-5.4	-4.8	0.7	6.3	0.1	-1.5
COc1cccc(CNC(=O)Cn2cccc2)c1	0.4	-4.6	-3.2	-0.4	-4.5	0.5	4.6	-2.3	-8.9
COc1ccc2c(c1)N(C)/C(=C1/SC(=NCc3ccccc3)N(c3ccccc3)C1=O)S2	-31.1	-6.4	-5.8	8.5	0.5	-6.3	13.7	-8.5	20.2

Rewritten with values under each structure: five of the compounds above
Values run as follows: SENP8 block-1	HKDC1 inh	SENP6 inh	Apaf-1 inh	SENP7 block	SENP1 FRET inh	NLRP3 yeast inh	SENP8 block-2	PfG6PD inh
COc1ccc(COCC(O)CN2CCC(C(N)=O)CC2)cc1OC (stereo unspecified)
 : 9.0	-2.5	2.2	-1.0	5.0	0.9	16.6	9.8	9.8
Cn1c(=O)c2c(ncn2CC(=O)N/N=C/C=C/c2ccccc2[N+](=O)[O-])n(C)c1=O
 : /	-2.6	-44.4	15.4	-8.8	/	15.3	-5.3	-3.9
OCCN1CCN(CC/C=C2/c3ccccc3CSc3ccccc32)CC1
 : 24.1	-3.9	-14.0	-1.0	-3.2	0.6	5.6	4.2	-0.9
Cc1ccccc1S(=O)(=O)Nc1ncnc2ccccc12
 : -301.4	0.2	-17.9	-1.1	1.1	-41.6	16.8	2.8	-17.0
CN(CC1CCOCC1)C(=O)CC1C(=O)NCCN1Cc1cccc(F)c1 (stereo unspecified)
 : -146.8	1.5	-11.6	-0.4	-9.4	-14.0	10.5	-1.5	8.8

The listing continues:
SMILES	SENP8 block-1	HKDC1 inh	SENP6 inh	Apaf-1 inh	SENP7 block	SENP1 FRET inh	NLRP3 yeast inh	SENP8 block-2	PfG6PD inh
COC(=O)c1sc(N2C(=O)c3oc4ccccc4c(=O)c3C2c2cccc(O)c2)nc1C (stereo unspecified)	34.9	2.2	-5.2	-14.1	-9.1	-0.9	-3.9	1.8	-12.6
CCC12CN3CC(CC)(CN(C1)C31C(=O)N(C)c3ccc(C)cc31)C2=O (stereo unspecified)	4.2	-6.4	14.4	9.3	4.5	2.0	3.1	6.4	1.4
COCCNC(=O)CSc1nc2ccccc2c(=O)n1CC1CCCO1 (stereo unspecified)	14.0	-3.1	-1.3	6.9	-10.1	1.6	-8.0	-13.7	-12.9
CCOc1ccc(/C(O)=C2/C(=O)C(=O)N(c3ncccn3)C2c2ccccc2)cc1 (stereo unspecified)	-26.6	-4.9	-20.3	2.0	3.8	-1.4	6.4	11.5	-26.2
CCOC(=O)CC(=O)CSCC(=O)Nc1ccc(C)cc1	12.4	15.5	-13.4	10.5	-5.5	0.0	-4.1	-2.6	15.7
CCn1cc(Cl)c(C(=O)Nc2c(C)nn(Cc3c(F)c(F)c(F)c(F)c3F)c2C)n1	0.9	-6.3	-12.1	2.8	7.3	-0.4	6.4	7.3	0.8
CCCCn1c2ccc(F)cc2c2nnc(SCCN3CCCCC3)nc21	7.2	2.3	-28.1	24.8	-10.7	0.3	7.8	-2.1	21.2
Cc1cccc(OCC(=O)Nc2ccc(S(=O)(=O)N3CCCC3)cc2)c1	22.6	-2.1	8.4	12.9	11.4	2.1	2.2	1.7	21.8
O=C(CCC(=O)N(CC(=O)NC1CCCC1)Cc1ccc2c(c1)OCO2)Nc1ccccn1	25.2	-4.6	-22.1	-10.4	5.2	5.0	-9.4	-3.1	0.9
O=C(O)c1ccc2c(c1)C(=O)N(c1ccccc1-c1ccccc1)C2=O	5.6	-5.8	-10.3	-6.3	-2.8	1.8	18.3	1.8	2.0
COc1ccccc1N1C(=O)CC(Sc2nccc(C)n2)C1=O (stereo unspecified)	12.6	-4.9	-7.9	-1.0	-3.3	2.1	10.8	4.3	-12.2
COc1ccc(NS(=O)(=O)c2cccc(NC(=O)CCC(=O)c3cccs3)c2)cc1	14.3	-8.9	-1.7	-6.6	1.3	0.8	8.1	-3.0	-19.6
CCOC(=O)N1CCN(C(=O)CSc2nnc3[nH]c(=O)c(C)c(C)n23)CC1	4.3	-3.8	-13.0	-3.8	-2.4	0.2	16.1	12.3	14.0
COCCCNC(=O)CC1C(=O)N(Cc2ccccc2)C(C)c2nc3ccccc3n21 (stereo unspecified)	7.8	-8.5	-10.6	-4.1	6.2	-1.0	5.9	-4.9	-7.3
CC1CC(C)CN(C(=O)C(NS(=O)(=O)c2ccc3c(c2)oc(=O)n3C)C(C)C)C1 (stereo unspecified)	10.4	-3.5	-11.5	11.7	-7.0	0.9	8.4	-9.5	0.9
CC(=O)N1CCC(N(C(=O)Nc2c(F)cccc2F)C(C)C)CC1	-0.7	-3.9	-6.5	3.5	6.6	0.6	-2.8	-0.1	-10.5
CCOC(=O)C1CCN(C(=O)c2ccccc2NC(=O)c2ccc(Cl)cc2)CC1	17.4	5.1	1.2	1.6	2.6	0.8	6.3	3.4	0.3
CCOC(=O)c1ccc(COC(=O)c2cc3ccccc3oc2=O)o1	-150.9	-4.3	-20.3	4.0	-5.1	-3.4	16.1	2.2	-4.8
CCCCn1c(N)c(N(CCOC)C(=O)CSc2nnc(-c3ccc(F)cc3)n2N)c(=O)[nH]c1=O	-2.4	-4.9	-0.8	-4.5	-7.0	1.8	1.8	8.6	-1.3
CCN(C(=O)c1c(N)cnn1C)c1ccccc1	6.6	5.1	-7.8	-26.9	-3.5	-1.7	9.9	-3.6	3.9
O=C(Nc1ccc(Cl)cc1)Nc1ccc(N2CCOCC2)cc1	17.0	-0.3	-6.2	11.6	26.8	2.8	19.1	-7.7	7.5
CC(=O)N1c2ccc(S(=O)(=O)NCCC(=O)NC3CCCC(C)C3C)cc2CC1C (stereo unspecified)	1.9	2.4	-1.5	2.4	-10.1	-1.7	6.3	-9.5	-5.2
Cc1ccc(Cl)cc1N1CCN(C(c2cccnc2)c2nnnn2C2CCCCC2)CC1 (stereo unspecified)	-7.0	-2.7	-5.9	22.8	5.7	-0.4	19.4	-8.7	9.4
Cc1cc(C)c(S(=O)(=O)N2CCC(C(=O)NCc3ccco3)CC2)c(C)c1	9.1	-0.5	-6.2	11.0	-0.2	1.5	3.3	5.2	-27.9
O=C1Nc2ccccc2C1=Nc1ccc(-c2nnc3n2CCCCC3)cc1	10.2&13.9	-4.4&8.6	3.0	4.8	-4.2	0.2&-1.5	12.8	-11.6	6.3&-7.9

Random excerpt: 2 compounds from above, in no set order.
SMILES	SENP8 block-1	HKDC1 inh	SENP6 inh	Apaf-1 inh	SENP7 block	SENP1 FRET inh	NLRP3 yeast inh	SENP8 block-2	PfG6PD inh
CC(=O)N1c2ccc(S(=O)(=O)NCCC(=O)NC3CCCC(C)C3C)cc2CC1C (stereo unspecified)	1.9	2.4	-1.5	2.4	-10.1	-1.7	6.3	-9.5	-5.2
CCCCn1c2ccc(F)cc2c2nnc(SCCN3CCCCC3)nc21	7.2	2.3	-28.1	24.8	-10.7	0.3	7.8	-2.1	21.2

Assay outcomes deposited in PubChem by Sanford-Burnham Center for Chemical Genomics.
